High-throughput results (PubChem BioAssay)
P. falciparum M17LAP = P. falciparum M17LAP inhibitors, primary screen, biochemical, fluorogenic H-Leu-NHMec substrate, 1536-well (AID 1619). Leucine aminopeptidase (Plasmodium falciparum (isolate 3D7)). recombinant M17LAP, H-Leu-NHMec fluorogenic kinetic assay; higher % means a stronger effect. one-dose inhibition, % at 30 µM; IC50 in µM for titrated hits. 0.38% of 220,000 active;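 active = compound inhibiting the enzyme by more than half at any dose during confirmatory dose-response retesting; inconclusive = strong single-dose inhibitors picked by rank but not retested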;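 note: plate controls were full reaction with DMSO carrier for no effect and no enzyme background for full effect; strong numbers were not always called active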
Autophagy mod = autophagy modulators in MEF cells, primary screen, imaging, high-content, MEF GFP-LC3 | 0.98% of 190,000 active | calls only at 10 µM (by protocol) | MEF GFP-LC3 puncta imaging; test concentration mostly 10 µM;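 active = percentage of spot-positive cells more than 3 SD above its plate mean, without a fluorescence outlier flag or 80% toxicity; inconclusive = no clear call, values can overlap the other calls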;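 note: spot-positive cell cutoff set from DMSO-treated cells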
Insulin prom up = insulin promoter activators in MIN6 cells, imaging, high-content screening, mouse beta cells; z-score at 5 µM; MIN6 insulin promoter-GFP reporter; hits give high values; 0.3% of 190,000 active;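 active = z-score above 3 at 5 µM with at least 500 cells counted in the well; inconclusive = wells under 500 cells, flagged as cytotoxic or low count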
UTI89 phage lysis = inhibition of K1F phage lysis, E. coli UTI89, bacterial capsule biogenesis inhibitors, alamar blue (AID 488966); E. coli UTI89 K1F phage lysis, alamar blue, 2 h; higher % means a stronger effect; inhibition, % at 100 µM; hits with a dose series show IC50 in µM; 0.02% of 340,000 active;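 active = phage lysis inhibition, versus mean bacterial control, above a set limit; inconclusive = no clear call, values can overlap the other calls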;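 note: capsule biogenesis inhibitors block K1F phage lysis so surviving cells raise fluorescence; higher fluorescence means more inhibition of phage lysis; actives were called in the ten point dose series up to 300 µM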
MT stabilizer = microtubule stabilizers in HeLa cells, primary screen, imaging, high-content imaging. HeLa tubulin immunostaining HCS, 24 h; share of cells brighter than vehicle mean+2SD. % tubulin-high responders, % at 10 µM. 0.83% of 200,000 active;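 active = plate Z-score above 3 for both tubulin-high and condensed-nucleus cell shares, with cell loss under 80%, at 10 µM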;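 note: anti alpha tubulin signal scored within the nucleus-defined area of each cell; some results filed as inactive read as strong as hits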
b-catenin transl = modulators of beta-catenin nuclear translocation, primary screen, imaging, HeLa cells, immunofluorescence, high-content | nuclear translocation activity, % at 5 µM | 0.3% of 190,000 active;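 active = nuclear translocation activity above 50% at 5 µM, with a well cell count of 50 or more; inconclusive = wells under 50 cells across six images, flagged as toxic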;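 note: per-cell ratio of nuclear to cytoplasmic median beta-catenin stain intensity; plate controls were DMSO negative control for no effect and GSK-3 inhibitor IX positive control for full effect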
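System: Human HeLa cells, endogenous beta-catenin | Compound dosing: 5 µM primary, 0.02–20 µM confirmation | Timing: 24 h compound exposure at 37°C, 5% CO2 | Measured by: Fluorescence imaging of beta-catenin antibody stain plus DAPI | Read-out basis: % activation of per-cell nuclear versus cytoplasmic median beta-catenin signal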
CSM14.1 death rescue = rescue of cells from ER stress-induced death, primary screen, 384-well, CSM14.1, thapsigargin, ATP luminescence (AID 1222); CSM14.1 thapsigargin-induced death rescue, ATP luminescence; higher % means a stronger effect; cellular ATP content (survival), % at 20 µM, or EC50 in µM where a hit was titrated; 190,000 tested, under 10 active;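 active = EC50 below 50 µM in the dose-response confirmation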;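 note: death triggered by thapsigargin at about 15 µM added after 2 h compound pretreatment; cell ATP read after overnight thapsigargin exposure of roughly 18 to 22 hours; normalized against plate controls of thapsigargin alone and 5% DMSO vehicle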
P. falciparum M1AAP = P. falciparum M1AAP inhibitors, biochemical, fluorogenic H-Leu-NHMec substrate, 1536-well (AID 1445) | inhibition, % at 30 µM; hits with a dose series show IC50 in µM | 0.42% of 220,000 active | recombinant M1AAP, H-Leu-NHMec fluorogenic kinetic assay; higher % means a stronger effect;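 active = primary inhibition above the hit cutoff, then over 50% inhibition at one or more dose response concentrations, cut at about 23% in these data, passing the limit was not always enough; inconclusive = conflicting primary data, or primary hits not chosen for dose response; inactive = low primary inhibition, or under 50% at every dose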;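 note: plate controls were DMSO full reaction for no effect and no enzyme background for full effect; strong numbers were not always called active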
Dynein cargo inh = inhibitors of GR-EGFP nuclear translocation, primary screen, dynein cargo transport inhibitor project, imaging, high-content, 3617.4 mouse cells; test concentration mostly 20 µM; stimulated with dexamethasone, 1 µM; hits give low values; z-score, hits read low; 0.47% of 220,000 active;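 active = plate z-score of nuclear minus cytoplasmic receptor signal below a set negative limit, without overly bright fluorescence or cell loss, cut at about -3.5 in these data, passing the limit was not always enough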;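 note: z-score of nuclear minus cytoplasmic ring GR-EGFP intensity difference per well; some compounds called inactive have numbers as strong as hits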
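Buffer or medium: Induction medium lacking tetracycline, stripped serum | Also added: Dexamethasone agonist, 1.0 µM final, for 30 min | Timing: 48 h induction, 1 h compound, 30 min dex at 37 °C | Detection: Formaldehyde fixation, Hoechst nuclear stain, 10x automated fluorescence imaging | Measure: Nuclear versus cytoplasmic GR-EGFP signal, averaged per well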
Dynein cargo inh cytoplasmic EGFP = further read-out of Dynein cargo inh, marked with its call; z-score; measured here: cytoplasmic GR-EGFP intensity; hits give high values
Dynein cargo inh nuclear GR-EGFP = further read-out of Dynein cargo inh, marked with its call; z-score; measured here: nuclear GR-EGFP intensity;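 lower value marks the stronger effect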
Dynein cargo inh cell count = recorded beside Dynein cargo inh, whose call it bears; z-score; measured here: cell count per field
Insulin prom up cell count = further read-out of Insulin prom up, marked with its call; cell count; measured here: cytotoxicity, nuclei count;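 total cells summed across four imaged fields per well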
b-catenin transl cell count 5 µM = further read-out of b-catenin transl, marked with its call; cell count; measured here: cell count, cytotoxicity flag
MT stabilizer Hoechst-high % = further read-out of MT stabilizer, marked with its call; % Hoechst-high responders; measured here: nuclear condensation Hoechst responders;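 share of cells brighter than vehicle mean plus two SD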
MT stabilizer cytotoxicity % = recorded beside MT stabilizer, whose call it bears; toxicity, %; measured here: cytotoxicity by cell density;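 0% = mean cell density of plate MIN control wells and 100% = no cells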
Autophagy mod cell loss 18 h = recorded beside Autophagy mod, whose call it bears; toxicity, %; measured here: cell loss, nuclei count;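 cell loss after 18 h compound exposure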
The depositor's hits bear a star; i = inactive; ? = inconclusive; . = not tested or not shown; + = active, no number; [ ] = dose if it differs, or a comment.

SMILES	P. falciparum M17LAP	Autophagy mod	Autophagy mod cell loss 18 h	Insulin prom up	Insulin prom up cell count	UTI89 phage lysis	MT stabilizer	MT stabilizer Hoechst-high %	MT stabilizer cytotoxicity %	b-catenin transl	b-catenin transl cell count 5 µM	CSM14.1 death rescue	P. falciparum M1AAP	Dynein cargo inh	Dynein cargo inh cytoplasmic EGFP	Dynein cargo inh nuclear GR-EGFP	Dynein cargo inh cell count
O=C(NC(=S)Nc1nc(-c2ccccc2)cs1)c1cncc(Br)c1	5.5%	i	-30.0	0.25	1615	0.3%	3.6	1.8	5.0	-0.7	1375	3.8%	12.5%	0.535	-0.19	0.643	-0.361
COc1cccc(NC(=O)Cn2c(CCC(=O)O)ccc2-c2ccccc2)c1	5.9%	i	1.7	-1.56	1265	-0.8%	3.8	2.7	3.2	-0.2	1100	-5.4%	5.4%	0.073	-0.315	-0.0553	0.516
Cc1nc(-c2ccc(Cl)cc2)sc1C1(C)CC(c2cccc(F)c2)=NO1 (stereo unspecified)	-2.0%	.	.	0.98	727	1.4%	.	.	.	1.0	1396	.	-4.4%	0.367	-0.726	0.248	-0.598
O=C(c1cccs1)N1CCc2c([nH]c3ccccc23)C1c1ccc(Cl)cc1 (stereo unspecified)	5.2%	i	32.1	-0.12	1605	1.2%	3.3	3.3	3.5	7.4	815	0.2%	0.2%	0.197	-0.198	0.385	0.264
CC(C)(C)NC(=O)CSc1nc2ccc(Nc3nc(N4CCOCC4)nc(N4CCOCC4)n3)cc2s1	2.5%	i	8.3	-1	1289	0.3%	4.5	2.4	1.2	-0.2	1528	4.0%	1.4%	-0.415	-0.179	0.445	1.93
Cc1ccc(/C=C/C(=O)NCc2ccncc2)cc1	-0.8%	i	-12.8	-0.59	1471	0.8%[50 µM]	9.0	3.0	9.9	1.7	1116	-1.1%	12.0%	0.0899	-0.254	0.33	-0.379
O=[N+]([O-])c1c(NCCCO)cc(N2CCN(Cc3ccc4c(c3)OCO4)CC2)c2nonc12	24.0%	i	8.3	-0.1	1369	1.6%	2.0	1.5	5.0	-3.2	549	11.1%	11.1%	0.065	-0.147	0.133	-0.217
CC(c1cccs1)N(Cc1ccco1)C(=S)Nc1ccc(F)c(Cl)c1 (stereo unspecified)	0.0%	i	15.7	-0.93	1231	0.0%	2.0	2.2	8.6	-1.0	1069	-0.4%	5.0%	-0.483	-0.213	-0.28	0.437
CCOC(=O)c1ccc(NC(=O)c2ccc3c(c2)OCO3)cc1	-0.3%	i	3.4	-0.07	1322	14.6%	3.8	3.2	5.3	.	.	-2.8%	1.4%	-0.0475	-0.233	-0.147	0.188
O=C(CCl)c1ccc2[nH]c(=O)oc2c1	17.1%	.	.	-0.09	1485	1.1%	.	.	.	-0.6	1116	.	9.8%	-1.86	-0.165	-0.904	1.25
CCCCCc1nc2sc3c(c2c(=O)n1N)CCC3	3.1%	i	1.5	-0.59	890	0.3%	3.0	2.8	21.0	1.9	1178	-0.2%	13.5%	0.19	-0.261	0.349	-0.2
CCN(C(=O)COC(=O)CNC(=O)c1ccc(C)c(C)c1)C1CCS(=O)(=O)C1 (stereo unspecified)	-18.0%	i	4.8	-0.02	1398	0.0%	2.5	3.0	7.6	0.4	1133	0.2%	-2.1%	-0.626	-0.316	-0.773	0.7
COc1ccc(C(=O)CN2C(=O)c3ccccc3C2=O)cc1	-1.3%	.	.	0.32	1122	.	.	.	.	-1.0	1311	.	6.8%	-0.694	-0.255	-0.417	1.05
CN1CCN(S(=O)(=O)c2ccc(NC(=O)Nc3cccc(Cl)c3)cc2)CC1	12.4%	i	-13.6	0.16	1406	1.3%	2.9	1.5	5.4	-0.8	1057	-2.2%	16.5%	-0.0269	-0.18	-0.0323	0.319
O=C(O)CCCCCNC(=O)c1cccc(Br)c1	17.5%	i	9.8	0.04	1201	0.3%	2.1	1.0	6.5	-6.6	840	1.7%	-2.1%	-0.237	-0.185	0.00366	0.245
COC(=O)C1=C(SC)N(c2ccccc2)C(c2ccccc2)CC1=O (stereo unspecified)	49.2%	i	-15.9	0.14	1126	1.1%[50 µM]	2.3	2.0	0.2	-2.3	504	-1.0%	-6.3%	0.397	-0.298	0.162	-0.562
Cc1ccc(C(O)(C(=O)NNc2ccccn2)c2ccc(C)cc2)cc1	-13.7%	i	26.4	-0.14	1519	0.6%	3.3	1.5	10.2	1.3	1032	-2.1%	8.9%	0.215	-0.292	0.248	-0.471
Cn1c(CC(=O)Nc2ccc(Cl)c(Cl)c2)nnc1SCC(=O)NCc1ccccc1	1.6%	i	26.7	1.1	1669	0.0%	3.6	1.2	6.4	-0.7	956	-2.3%	1.2%	0.45	-0.371	0.127	0.0105
CN(C(=O)c1c[nH]c(=O)cc1C(F)(F)F)c1ccc(Cl)cc1	1.1%	.	.	0.11	1470	-0.3%	.	.	.	1.3	1344	.	-3.5%	0.855	-0.233	0.263	-0.436
Cc1ccc(Nc2nc(N)nc(CSc3nnc(C)s3)n2)cc1	9.5%	.	.	-1.06	1139	0.6%	.	.	.	0.7	1363	.	-0.4%	-0.438	-0.278	0.415	-0.212
Cc1nn(C(C)(C)C)c(C)c1/C=N/OC(=O)Nc1ccc(Cl)c(Cl)c1	6.9%	.	.	-0.18	1416	-1.8%	.	.	.	-1.7	1102	.	6.0%	-0.676	0.604	-0.229	1.56
O=C(Nc1ccc2oc(-c3ccncc3)nc2c1)c1c(F)c(F)c(F)c(F)c1F	-0.9%	i	-2.4	-1.32	1312	-1.4%	2.9	1.8	1.4	.	.	-1.8%	0.1%	0.458	0.0114	0.0996	0.423
O=C(Nc1ccccc1C(=O)O)c1cccc(F)c1	.	i	-15.9	.	.	4.1%[50 µM]	3.3	1.4	5.4	.	.	.	.	0.578	-0.201	0.727	-1.39
CCOc1ccc(N2C(=O)CC(N(O)c3ccccc3)C2=O)cc1 (stereo unspecified)	6.5%	i	14.8	.	.	-0.1%	2.6	2.5	14.0	.	.	-0.2%	1.8%	2.09	-0.0289	0.975	-1.16
O=C(Nc1cccc(C(F)(F)F)c1)C(=O)N1CCCCC1	3.3%	i	-8.6	-1.41	1353	-3.2%	2.4	1.7	9.8	-2.3	1205	-1.8%	7.1%	-0.484	-0.274	-0.108	0.377
CC(Sc1nc(N)cc(=O)[nH]1)C(=O)Nc1cccc(Cl)c1 (stereo unspecified)	-3.9%	i	-8.2	0.11	1296	5.4%	4.3	2.3	8.8	.	.	11.1%	14.1%	-0.758	-0.308	-0.685	0.812
Cc1cc(NC(=O)CSc2nnc(C3COc4ccccc4O3)o2)no1 (stereo unspecified)	22.4%	+	30.0*	1.68	1507	0.0%	1.9	1.5	5.5	-5.2	819	2.2%	4.9%	-0.0363	-0.227	-0.0646	-0.229
COc1ccccc1Cc1noc(-c2cc(Cl)ccc2OC)n1	-2.9%	i	5.2	.	.	4.8%	2.9	0.9	67.5	.	.	-2.6%	-2.1%	-1.08	0.958	0.0298	0.29
CCC(=O)NS(=O)(=O)c1cccnc1Nc1ccc(Cl)cc1	2.6%	i	-1.8	-0.47	919	1.3%	2.4	1.9	6.4	0.2	1161	-4.7%	4.2%	-0.0862	-0.261	0.0653	0.56
Cc1ccccc1-n1c(SCC(=O)c2cc(C)n(C)c2C)nnc1-c1ccncc1	-5.9%	i	1.3	-2.09	1050	0.4%	1.6	1.4	8.5	-2.3	1007	1.5%	3.6%	-0.585	-0.234	-0.304	0.967
O=C(CSc1nnnn1-c1ccc(O)cc1)Nc1cccc(S(=O)(=O)N2CCCC2)c1	5.5%	i	6.5	0.47	828	0.1%	2.0	1.0	9.7	-1.7	1180	5.0%	6.2%	2.72	0.0702	2.1	-2.01
Cc1ccn2cc(C(=O)Nc3ccccc3N3CCOCC3)nc2c1	8.5%	i	32.6	0.96	1242	2.4%	0.9	1.2	9.9	-5.9	891	-1.5%	-1.4%	-0.0649	-0.211	-0.0459	0.142
COc1ccccc1N1CCN(CC(=O)Nc2c(C)n(C)n(-c3ccccc3)c2=O)CC1	-6.0%	i	0.1	0.69	1161	2.0%	1.7	1.5	8.0	2.5	1035	.	-0.6%	0.709	-0.306	0.542	0.384
C#CC[N+]1(CC#Cc2cccc(C)c2)CCCCC1	4.9%	i	2.1	-0.42	1108	0.5%	2.9	1.4	0.6	0.9	1087	-2.5%	-1.9%	1.94	-0.225	1.02	-1.3
Cc1cccc2c(SCC(=O)NCC3CCCO3)nc(-c3ccc(F)cc3)nc12 (stereo unspecified)	-3.6%	i	2.7	.	.	0.4%	0.9	1.6	9.5	.	.	1.1%	-8.1%	0.175	0.737	-0.13	-0.594
CCOC(=O)c1c(/N=C/N(C)C)sc2c1CCC2	14.5%	i	15.4	-0.09	1413	?	4.5	2.7	3.0	-0.5	953	-3.7%	0.5%	-0.381	-0.228	-0.0649	0.368
CC(C)(O)C#Cc1ccc(C(=O)NC2CCCCC2)s1	2.1%	i	4.2	0.2	1423	-1.0%	2.4	3.0	6.3	-0.2	1487	0.0%	0.5%	-1.01	-0.306	0.127	-0.425
